Screening results: PubChem BioAssay, several laboratories
STAT3 act: activators of IL-6 induced STAT3 signaling. activation (% of control), % at 5.6 µM. U3A cells, IL-6 STAT3-luciferase reporter, luminescence; 100% = signal with IL-6 EC80 alone. actives 0.91% (n = 190,000);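 active = activation above the screen-wide mean of compound activation plus 3 SD, cut at about 130% in these data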;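 note: 0% = background luminescence of wells with medium and substrate only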
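Test system: STAT3-luciferase reporter U3A cells; Detection: reporter luminescence signal; Times: 1 h compound pre-exposure, 6 h IL-6 stimulation, 37 °C; Benchmarks: IL-6-only high control; Also added: IL-6 stimulus at 33 ng/mL final.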
STAT3 inh: inhibitors of IL-6 induced STAT3 signaling. U3A cells, IL-6 STAT3-luciferase reporter, luminescence; host cell line lacks STAT1. inhibition, % at 5.5 µM. actives 0.89% (n = 190,000). AID 862;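 active = inhibition above the mean inhibition across all screened compounds plus 3 SD, cut at about 44% in these data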;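 note: 0% = DMSO only wells and 100% = 100 µM nifuroxazide control wells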
NF-kB neuron act: NF-kB expression increase, human neuronal cells; NF-kB reporter expression; active compounds read high; fold change at 12.5 µM; actives 1.6% (n = 190,000); AID 1239; in the data active = fold change above about 3.3
FLuc inh counter: Photinus pyralis luciferase inhibition counter-screen; inhibition, % at 10 µM; ATPLite firefly luciferase biochemical luminescence, 10 min; actives 1.5% (n = 200,000);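 active = inhibition above about 50% when tested at 10 µM, limit read from the data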
Target sequence (P08659 whole entry, looked up): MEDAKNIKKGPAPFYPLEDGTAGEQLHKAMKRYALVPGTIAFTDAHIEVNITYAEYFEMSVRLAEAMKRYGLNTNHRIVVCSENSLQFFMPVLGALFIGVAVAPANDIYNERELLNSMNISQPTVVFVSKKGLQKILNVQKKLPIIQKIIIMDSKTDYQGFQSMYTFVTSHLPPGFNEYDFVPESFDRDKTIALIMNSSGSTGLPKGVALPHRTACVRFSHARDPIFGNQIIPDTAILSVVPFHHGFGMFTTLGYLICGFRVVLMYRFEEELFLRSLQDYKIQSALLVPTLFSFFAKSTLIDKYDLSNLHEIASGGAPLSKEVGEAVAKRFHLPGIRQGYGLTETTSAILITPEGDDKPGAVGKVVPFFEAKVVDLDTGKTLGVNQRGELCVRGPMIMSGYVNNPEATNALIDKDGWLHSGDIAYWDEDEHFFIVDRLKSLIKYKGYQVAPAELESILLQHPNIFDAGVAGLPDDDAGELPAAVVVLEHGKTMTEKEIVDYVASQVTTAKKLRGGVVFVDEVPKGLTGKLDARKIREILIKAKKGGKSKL
RAM inhibit: inhibitors of the yeast RAM network | S. cerevisiae dse1pr::URA3 reporter, 5-FOA growth OD615, 2 d; analog-sensitive cbk1-as2 kinase mutant strain | inhibition, % at 50 µM | actives 1.8% (n = 190,000) | AID 868;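 active = inhibition above a set limit, 3 SD over mean compound inhibition, cut at about 8.4% in these data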;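 note: 0% = DMSO-only wells with no growth and 100% = 10 µM 1-NA-PP1 full growth; inhibition rescues growth on 5-FOA so higher OD means more RAM inhibition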
APP 5UTR inh: APP translation inhibition; inhibition, % at 2 µM; actives 0.82% (n = 190,000); SH-SY5Y APP 5'UTR-luciferase reporter, luminescence; AID 1285;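 active = inhibition above a set limit, derived from the sample mean plus 3 SD, cut at about 45% in these data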; note: values of inactives mirror those of a sister screen read the other way
Hsp70 act: switches on Hsp70 transcription. HeLa Hsp70 promoter luciferase reporter, luminescence; scaled: vehicle 0, proteasome-inhibitor control 100%. activation, % at 10 µM. actives 0.04% (n = 200,000);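 active = activation above the mean across all tested compounds plus 3 SD, cutoff set per campaign, cut at about 5.5% in these data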;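 note: 100% = MG132 at 30 µM as the positive control and 0% = DMSO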
STAT1 act: STAT1 signaling activation; NIH 3T3 STAT1-luciferase reporter, IFN-gamma, luminescence; 100% = IFN-gamma alone, no compound; activation (% of control), % at 5.5 µM; actives 2.6% (n = 200,000); AID 932;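 active = activation above the screen-wide mean activation plus 3 SD, cut at about 130% in these data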;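 note: raw ratio to IFN-gamma control signal so 100% means no change and 0% no light; values of inactives mirror those of a sister screen read the other way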
STAT1 blocker: inhibitors of IFN-gamma induced STAT1 signaling | NIH 3T3 STAT1-luciferase reporter, luminescence | inhibition, % at 5.5 µM | actives 0.35% (n = 200,000) | AID 920;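 active = inhibition above a set limit, the mean inhibition across all tested compounds plus 3 SD, cut at about 34% in these data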;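 note: 0% = IFN-gamma with DMSO and 100% = IFN-gamma with 300 µM nifuroxazide; values of inactives mirror those of a sister screen read the other way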
APP 5'UTR act: activates APP 5'UTR luciferase reporter. activation, % at 2 µM. SH-SY5Y APP 5'UTR luciferase reporter, luminescence; zero percent = DMSO vehicle wells. actives 1% (n = 190,000);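 active = activation above a set limit, based on mean plus 3 SD of controls, cut at about 140% in these data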; note: values of inactives mirror those of a sister screen read the other way
* marks the source's active call; other numbers are inactive results; . = no result given.

SMILES	STAT3 act	STAT3 inh	NF-kB neuron act	FLuc inh counter	RAM inhibit	APP 5UTR inh	Hsp70 act	STAT1 act	STAT1 blocker	APP 5'UTR act
COC(=O)c1cccc(Nc2ncnc3sccc23)c1	97	6	1.3	6	2.4	-26	-0.1	97	0	26
CCOC(=O)C1CCCN(S(=O)(=O)c2cc(OCC(=O)NC3CCCCC3)c(C)cc2Cl)C1 (stereo unspecified)	87	19	1.1	-2	1.8	-10	-0.2	100	0	10
CC1CCN(CC(=O)N2CCCc3c2c(=O)oc2ccc(OCc4ccccc4)cc32)CC1	109	-3	0.8	-3	0.0	.	-0.5	93	7	.
CC(/C=C/c1ccccc1)=N\NC(=O)CNC(=O)c1ccccc1Cl	103	0	1.2	-4	2.1	0	-0.4	111	-12	0
S=C(Nc1ccccc1)N1CCOCC1	105	-1	1.1	0	-1.0	1	-0.1	100	-1	-1
CN(C)CCn1c(=N)n(CC(O)c2ccc(Cl)c(Cl)c2)c2ccccc21 (stereo unspecified)	105	-3	1.3	-4	0.0	-16	0.2	99	1	16
CCC(=O)Nc1nc(C)c(C(=O)NC2CCCCC2)s1	103	0	1.2	-5	2.3	18	-0.3	93	-2	-18
CCCn1c(C)cc(/C=C(\C#N)C(=O)OCC(=O)Nc2ccc(OC)c(Cl)c2)c1C	103	2	1.2	3	2.9	-11	-0.3	103	-4	11
O=C(NCc1ccccn1)c1ccc(NC(=O)c2ccco2)cc1	107	-6	1.3	0	3.1	2	-0.3	106	-7	-2
CC1CCCCC1NC(=O)NC(=O)CCl (stereo unspecified)	96	3	1.9	-3	1.7	-16	-0.1	89	13	16
O=C(NCCSCc1ccc(Cl)cc1Cl)c1ccc(CN2CCOCC2)cc1	83	29	1.1	-2	-0.4	8	-0.4	100	0	-8
COCCNC(=O)C(=O)c1c(-c2ccccc2)[nH]c2ccccc12	92	12	1.1	-6	1.9	-16	0.3	100	-2	16
Cc1ccc(NS(=O)(=O)c2cccc(C(=O)N3CCOCC3)c2)cc1	113	-5	1.4	-4	0.6	13	-0.3	94	7	-13
CCCC(=O)NC(c1ccc(OC)cc1)c1ccc2cccnc2c1O (stereo unspecified)	86	18	1.8	-3	0.6	82*	-0.2	95	4	-82
CCOC(=O)N1CCN(C(=O)Cn2c(C)cc3ccccc3c2=O)CC1	100	2	1	-2	-0.2	-20	0.1	87	15	20
Cc1nc(SCc2cccc(C(=O)O)c2)nc2c1CCCC2	88	19	.	2	2.1	36	-0.2	85	17	-36
CCc1ccc(-c2nc(CN3CCCC(C(=O)NCCc4ccc(OC)c(OC)c4)C3)c(C)o2)cc1 (stereo unspecified)	97	6	0.51	0	1.0	-2	-0.4	99	1	2
COc1ccc(C(=O)/C=C/Nc2c(C)n(C)n(-c3ccccc3)c2=O)c(OC)c1	103	4	1.1	-3	3.0	4	-0.2	112	-13	-4
Cc1nc(C(F)(F)F)nc(Nc2ccc(Br)cc2)c1C#N	113	-4	1	-6	3.7	-5	-0.1	95	5	5
O=C(O)c1cc(-c2cccs2)[nH]n1	98	8	1.2	-5	0.3	3	-0.4	102	-3	-3
O=[N+]([O-])c1ccc(N2CCN(CCO)CC2)c2ncccc12	98	7	1.3	0	1.5	-6	-0.3	107	-7	6
Cc1ccc(NC(=O)/C(C#N)=C/c2cccs2)c(C)c1	101	4	3.9*	10	0.7	-90	0.2	160*	-66	90
CCOc1ccc(-c2nc(CSc3nnc(N)s3)cs2)cc1	90	17	2.1	46	2.6	4	0.0	117	-18	-4
COCCn1c(C)cc(C2=NNC(=NC3CC3)SC2)c1C	10	103*	0.17	96*	-1.2	88*	-0.5	10	97*	-88
CC(C)c1ccccc1NC(=O)c1ccco1	101	4	1.2	.	0.3	-10	-0.1	105	-5	10
CCCCCc1c(C)nc(Nc2ccccc2)[nH]c1=O	76	30	0.91	-6	2.7	-10	-0.3	100	0	10
O=C(O)c1ccccc1N1C(=O)C2C3c4ccccc4C(Br)(c4ccccc43)C2C1=O (stereo unspecified)	97	5	1.2	0	0.0	-14	-0.2	96	3	14
O=C1C2C3C=CC(C2C(=O)N1CCCO)C1C2C(=O)N(CCCO)C(=O)C2C31 (stereo unspecified)	101	-3	1	-6	-0.6	5	-0.3	108	-8	-5
O=C(CSCc1ccco1)c1ccc(Cl)s1	99	8	2	28	1.4	-21	-0.1	105	-6	21
O=c1/c(=C/c2ccco2)sc2n1CN(c1cccc(Br)c1)CN=2	88	14	1.2	-1	-1.7	9	-0.3	102	2	-9
COCCn1c(C)cc(C(=O)CSc2cc(C)c3ccccc3n2)c1C	101	-3	0.89	-2	0.4	-6	0.1	101	-2	6
Cc1n[nH]c(=S)n1-c1cccc(Cl)c1	94	7	1	0	0.4	-6	-0.4	106	-7	6
O=C(COC(=O)c1cc2c(s1)CCCC2)NCc1ccccc1Cl	99	-3	1.2	-7	4.2	-7	0.0	86	15	7
Cc1sc2nc(C(C)Nc3ccccc3N3CCOCC3)[nH]c(=O)c2c1C (stereo unspecified)	108	-4	0.65	-5	1.5	3	0.2	99	1	-3
O=C(NCc1ccc2c(c1)OCO2)c1ccc(Cl)nc1	110	-10	1.1	-1	0.1	0	0.0	96	5	0
Cc1ccc(-c2n[nH]c(=S)n2C)cc1Cl	93	11	1.2	1	1.2	-1	-0.3	101	-4	1
COc1cccc(C2c3c(-c4ccccc4)n[nH]c3C(=O)N2c2ccc(C(=O)O)cc2)c1 (stereo unspecified)	89	17	1	-3	4.7	-13	-0.1	101	-1	13
C=CCc1cccc2cc(C(=O)Nc3ccc(CC(=O)O)cc3)c(=O)oc12	94	12	1	48	1.8	-9	-0.4	88	12	9
Oc1ccc(N=C/C=C/c2ccc(Br)cc2)cc1-c1nc2ccccc2s1	111	-14	1.8	32	1.2	-35	-0.3	123	-26	35
Nc1[nH]c(N=NC(=O)c2ccccc2O)c2ccccc12	88	21	2.3	85*	-2.7	-66	-0.1	104	-4	66

Next part, overlapping the part above by four compounds.
SMILES	STAT3 act	STAT3 inh	NF-kB neuron act	FLuc inh counter	RAM inhibit	APP 5UTR inh	Hsp70 act	STAT1 act	STAT1 blocker	APP 5'UTR act
COc1cccc(C2c3c(-c4ccccc4)n[nH]c3C(=O)N2c2ccc(C(=O)O)cc2)c1 (stereo unspecified)	89	17	1	-3	4.7	-13	-0.1	101	-1	13
C=CCc1cccc2cc(C(=O)Nc3ccc(CC(=O)O)cc3)c(=O)oc12	94	12	1	48	1.8	-9	-0.4	88	12	9
Oc1ccc(N=C/C=C/c2ccc(Br)cc2)cc1-c1nc2ccccc2s1	111	-14	1.8	32	1.2	-35	-0.3	123	-26	35
Nc1[nH]c(N=NC(=O)c2ccccc2O)c2ccccc12	88	21	2.3	85*	-2.7	-66	-0.1	104	-4	66
CCOc1cc(Br)c(/C=C2/C(=O)N(C)C(=S)N2CC(=O)OC)cc1OC	84	24	1.3	-3	4.3	-2	-0.5	96	5	2
Cc1cccc(N(NC(=O)C(C)(C)O)C(=O)c2ccccc2)c1	93	13	1	-3	0.5	-22	0.1	90	11	22
CCC1(C)NC(=O)N(/N=C/c2cc(OC)c(O)c(OC)c2)C1=O (stereo unspecified)	98	5	1.1	-4	0.6	-1	-0.3	105	-7	1
CC(=O)Nc1nc2ccc(Br)cc2s1	90	14	2.6	-2	-0.4	-32	-0.3	174*	-80	32
COc1ccc(-n2nnnc2SCC(=O)N2CCCC2)cc1OC	95	7	1.4	-6	1.3	3	-0.5	99	1	-3
CCN1CCCC1CN(Cc1cc2cc(OC)ccc2[nH]c1=O)C(=O)NCc1ccccc1 (stereo unspecified)	97	7	1.4	-6	2.6	-9	-0.5	95	6	9
CCCCC(=O)Nc1nnc(C2=COCCO2)o1	100	7	1.1	-10	-1.0	-17	-0.1	112	-15	17
O=C(O/N=C1\CCS(=O)(=O)c2sccc21)c1ccccc1	112	-4	1.3	39	0.5	-6	0.2	99	2	6
O=C(NCc1ccco1)c1ccc2c(=O)n(CCC3=CCCCC3)c(=O)[nH]c2c1	101	3	1.1	-6	3.8	0	-0.5	103	-3	0
CCOC(=O)C1CCCN(C(=O)C2CCC(CNS(=O)(=O)c3ccc(NC(C)=O)cc3)CC2)C1 (stereo unspecified)	106	-4	1.1	-8	2.8	14	-0.3	93	8	-14
CCN(CC)S(=O)(=O)c1ccc(N2CCOCC2)c(NC(=O)c2cc(-c3ccccn3)nc3ccccc23)c1	92	17	0.31	-3	6.9	39	-0.3	38	66*	-39
CC(Sc1nc2ccc(Br)cc2[nH]1)C(=O)O (stereo unspecified)	103	2	1.1	-4	1.5	24	-0.2	103	-3	-24
CCC(=O)Nc1ccc(C(=O)Nc2cccnc2)cc1	100	3	1.7	1	1.3	-16	-0.6	103	-3	16
Cc1ccc(-n2c(N)c(C(N)=O)sc2=S)cc1	106	-8	1	4	0.4	-4	-0.1	87	3	4
CCCCC1OC23CCCCC2C(C#N)(C#N)C1(C#N)C(=N)O3 (stereo unspecified)	105	-7	0.92	-3	1.4	10	-0.2	110	-11	-10
COc1c(OC(C)=O)ccc(/C=C/c2ccc3cccc(OC)c3n2)c1[N+](=O)[O-]	119	-25	1.2	-6	-0.4	-5	-0.3	103	-4	5
O=C(Nc1ncc(Cc2ccccc2)s1)C1=NCCN1	105	2	0.97	8	3.7	9	0.1	100	-1	-9

Part of the list above, showing only RAM inhibit, STAT3 act and APP 5UTR inh:
structure	RAM inhibit	STAT3 act	APP 5UTR inh
O=C(Nc1ncc(Cc2ccccc2)s1)C1=NCCN1	3.7	105	9
CCC(=O)Nc1ccc(C(=O)Nc2cccnc2)cc1	1.3	100	-16
CC(Sc1nc2ccc(Br)cc2[nH]1)C(=O)O (stereo unspecified)	1.5	103	24
